KOR beta-arrestin-1 = kappa opioid receptor blockers – cell-based, luminescence, uHTS (AID 1778); actives 0.091% (n = 290,000); KOR beta-arrestin recruitment, luminescence, antagonist mode; higher % means a stronger effect; inhibition, % at 10 µM; hits with a dose series show IC50 in µM; note: strong numbers were not always called active
LYP phosphatase = PTPN22 lymphoid phosphatase activity blockers – biochemical, fluorescence intensity, uHTS (AID 1779) | actives 0.054% (n = 290,000) | recombinant LYP phosphatase, fluorescence intensity; higher % means a stronger effect | inhibition, % at 11.5 µM; hits with a dose series show IC50 in µM;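 note: plate controls were vehicle with enzyme for no effect and no enzyme for full effect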
KOR beta-arrestin-2 = KOR agonists, beta-arrestin recruitment, primary screen, cell-based, luminescence, uHTS (AID 1777); one-dose activation, % at 10 µM; EC50 in µM for titrated hits; KOR beta-arrestin recruitment, luminescence; higher % means a stronger effect; actives 0.02% (n = 280,000); in the data active = activation above about 50%, passing the limit was not always enough; note: a part of the inactive calls stands beside numbers as strong as those of hits
HEK293 NOD2/NF-kB = inhibition of NOD2-driven NF-kB reporter – cell-based, luminescence, uHTS, HEK293 (AID 1566); actives 0.63% (n = 290,000); inhibition, % at 4 µM; hits with a dose series show EC50 in µM; HEK293 NOD2/NF-kB luciferase reporter, luminescence; higher % means a stronger effect; note: many of its hits are not listed in these tables
SIAH1 antagonists = Siah-1 peptide-binding antagonists, primary screen, biochemical, fluorescence polarization, rhodamine-plectin, uHTS (AID 1817); Siah-1 / rhodamine-plectin peptide fluorescence polarization; higher % means a stronger effect; one-dose displacement, % at 20 µM; IC50 in µM for titrated hits; actives 0.02% (n = 290,000);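 active = displacement of at least 50% at 20 µM, with a fluorescence ratio check between 0.3 and a set limit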;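 note: plate controls were Siah plus tracer with DMSO for no effect and tracer alone without Siah for full effect; strong numbers were not always called active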
NOD1 inhibition = inhibition of NOD1-driven NF-kB reporter – cell-based, luminescence, uHTS, primary screen (AID 1578); NOD1-driven NF-kB luciferase reporter cells, luminescence; higher % means a stronger effect; inhibition, % at 4 µM; hits with a dose series show EC50 in µM; actives 1% (n = 290,000); in the data active = inhibition mostly above about 36%, no sharp cut-off; inactive = mostly below about 34%;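 note: HEK-293T reporter cells stimulated with the NOD1 agonist gamma-tri-DAP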
Salmonella PhoP GFP = inhibitors of PhoP regulon expression, primary screen, Salmonella Typhimurium, GFP reporter (AID 1863) | S. Typhimurium PhoP-regulated promoter GFP reporter, 4 h; higher % means a stronger effect | one-dose inhibition, % at 50 µM; IC50 in µM for titrated hits | actives 0.16% (n = 300,000);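 active = inhibition over 29.93%, a cutoff 3 SD above the screen mean, later confirmed by dose response; inconclusive = inhibition over 29.93% but no dose response follow-up; inactive = inhibition at most 29.93% or unconfirmed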;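 note: 0% = low Mg2+ inducing control and 100% = high Mg2+ repressing control; strong numbers were not always called active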
HIV fusion peptide = inhibitors of HIV fusion peptide binding, primary screen, biochemical, uHTS, fluorescence dequenching (AID 1986); actives 0.3% (n = 290,000); inhibition, % at 20 µM, or IC50 in µM where a hit was titrated; cell-free peptide binding, fluorescence dequenching, 30 min; higher % means a stronger effect; in the data active = inhibition mostly above about 52%, no sharp cut-off; inactive = mostly below about 76%; note: some results filed as inactive read as strong as hits
Myeloid diff 2 = compounds promoting myeloid differentiation; AID 624256; actives 1% (n = 360,000); ER-HoxA9 myeloid progenitors, lysozyme-GFP differentiation, flow cytometry; calls only at 10 µM;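 active = normalized GFP-positive differentiation at or above the plate's own cutoff, the solvent-only control mean plus 3 SD; inconclusive = no clear call, values can overlap the other calls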;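 note: cells exposed to compound for four days before flow analysis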
Myeloid diff 2 GFP+ MAC1+ % = second read-out of Myeloid diff 2, no call of its own (marks repeat the call); GFP+ MAC1+ double positive, %; measured here: differentiation confirmed by MAC1 staining
* marks the source's active call; other numbers are inactive results; i = inactive; ? = inconclusive; . = no result given; [ ] = another dose, or the depositor's remark. Cut-off read from the data, not from the text of the source, unless noted: active = inhibition above about 50%; inactive = the rest. A portion of the library (hit frequency here may not be typical).

SMILES	KOR beta-arrestin-1	LYP phosphatase	KOR beta-arrestin-2	HEK293 NOD2/NF-kB	SIAH1 antagonists	NOD1 inhibition	Salmonella PhoP GFP	HIV fusion peptide	Myeloid diff 2	Myeloid diff 2 GFP+ MAC1+ %
COCCNC(=O)C(c1ccc(Cl)cc1)N(CCOC)C(=O)CCC(=O)Nc1ccccn1 (stereo not drawn)	4%	-6%	-3.7%	9%	11%	-13%	7%	-1.8%	i	0.6
O=C(NCC1CCCO1)c1cc(-c2ccco2)nc2ccccc12 (stereo not drawn)	-8%	-6%	-2.3%	3%	0%	-21%	-4%	-0.9%	i	0.3
Cc1cccc(C(=O)N2CCCC(N3CCN(c4ccc(F)cc4)CC3)C2)n1 (stereo not drawn)	-17%	-7%	-0.6%	2%	-9%	-2%	7%	-1.5%	i	1.0
COc1ccc(C(NC(=O)c2cc(OC)ccc2OC)c2ccccc2)cc1 (stereo not drawn)	-19%	-9%	3.7%	0%	-2%	4%	1%	-0.5%	i	0.6
Cc1ccc(-c2nc(NC(=O)CSc3ncn[nH]3)ns2)cc1	18%	-3%	0.6%	12%	9%	-1%	-5%	-0.7%	i	0.4
CCOC(=O)C1CCN(C(=O)CN(c2cc(OC)ccc2OC)S(=O)(=O)c2ccccc2)CC1	-6%	-6%	-2.3%	11%	6%	4%	-3%	0.8%	i	0.7
COc1ccc(Cl)cc1NC(=O)COC(=O)C(CC(C)C)N1C(=O)C2CC=CCC2C1=O (stereo not drawn)	20%	4%	-3.4%	8%	5%	-16%	7%	1.1%	i	0.2
Cc1ccc(NC(=O)CSc2nncc3ccccc23)cc1	9%	-8%	-3.1%	24%	-6%	8%	2%	-0.4%	i	0.1
Cc1cccc(C)c1NCc1nnc(SCC(=O)Nc2nc(-c3ccccc3)cs2)n1-c1ccccc1	17%	2%	-2.7%	16%	-1%	-8%	-6%	-0.6%	i	0.3
COC(=O)c1ccc(N(CC(=O)NC2CCCC2)C(=O)c2ccc(C)s2)cc1	22%	-4%	6.7%	-10%	1%	-33%	4%	0.1%	?	.
Cc1cc(N2CCN(CC(O)C(F)(F)F)CC2)c2ccccc2n1 (stereo not drawn)	-33%	-1%	2.6%	-7%	-2%	-8%	-3%	-1.3%	i	0.3
Cc1cc(C)cc(NS(=O)(=O)c2ccc(NC(=S)NC(=O)c3ccc(Br)o3)cc2)c1	-21%	4%	4.2%	-20%	-3%	16%	-6%	2.5%	i	0.7
COc1ccc(NC(=O)NNC(=O)COc2ccc(Cl)cc2C)cc1OC	3%	-5%	2.7%	-14%	0%	-33%	0%	-2.1%	i	0.6
COc1ccc(CCNC(=O)CC(NC(=O)c2ccccc2Cl)c2ccccc2)cc1 (stereo not drawn)	4%	-4%	-1.7%	5%	7%	-3%	12%	-1.1%	i	0.5
Nc1cc(=O)[nH]c(=O)n1-c1cccc(F)c1	17%[20 µM]	-6%	-4.3%	16%	9%	-24%	4%	0.7%	i	0.1
O=C(c1ccc2c3c(cccc13)CC2)C1CCCN(Cc2ccncc2)C1 (stereo not drawn)	-4%[20 µM]	-9%	1.7%	8%	5%	35%	5%	0.8%	i	0.1
COc1ccccc1Nc1nccc(N(C)C)c1C#N	11%	-6%	2.4%	11%	-3%	-3%	6%	-1.0%	i	0.4
COc1ccc(C(CC(=O)O)NC(=O)COc2cc(C)ccc2C)cc1OC (stereo not drawn)	-4%	-4%	-6.8%	9%	11%	-29%	-4%	1.4%	i	0.3
C=C1CCC[C@]2(C)C[C@H]3OC(=O)C(CNC(C)CCCC(C)C)[C@H]3CC12 (stereo partly drawn)	-8%	-3%	0.5%	-11%	0%	-5%	.	1.6%	i	0.5
Oc1cccc(C(=S)N2CCN(Cc3ccccc3)CC2)c1	-19%	-6%	-0.2%	-16%	0%	-26%	5%	-2.5%	i	1.0
O=C1CC(c2cccc(Cl)c2)Cc2nc(N3CCOCC3)ncc21 (stereo not drawn)	-84%	3%	11%	-14%	-6%	5%	3%	0.2%	i	0.9
O=C(Nc1nnc(SCc2ccccn2)s1)C1CC(=O)N(c2ccccc2)C1 (stereo not drawn)	-2%	-3%	-3.1%	8%	3%	-36%	7%	2.8%	i	0.7
CC(C)C(NC(=O)c1ccccc1)c1nnc(SCC(=O)NC2CCCC2)n1C (stereo not drawn)	-35%	-11%	2.3%	-15%	-6%	14%	-1%	0.7%	i	0.8
CC1=NOC(=O)/C1=C/c1ccc(O)cc1	-76%[20 µM]	-6%	.	-3%	0%	-33%	-3%	0.5%	i	0.1
COc1ccc(Cn2cnc3c(N)c(C)c(C)cc32)cc1	-10%	-1%	-5.3%	13%	4%	-24%	-8%	-0.7%	i	0.2

Results in NOD1 inhibition (3 entries from above):
structure	NOD1 inhibition
COc1ccc(Cn2cnc3c(N)c(C)c(C)cc32)cc1	-24%
Cc1cc(C)cc(NS(=O)(=O)c2ccc(NC(=S)NC(=O)c3ccc(Br)o3)cc2)c1	16%
COC(=O)c1ccc(N(CC(=O)NC2CCCC2)C(=O)c2ccc(C)s2)cc1	-33%

(continued)
SMILES	KOR beta-arrestin-1	LYP phosphatase	KOR beta-arrestin-2	HEK293 NOD2/NF-kB	SIAH1 antagonists	NOD1 inhibition	Salmonella PhoP GFP	HIV fusion peptide	Myeloid diff 2	Myeloid diff 2 GFP+ MAC1+ %
O=C(COC(=O)c1cncc(Br)c1)NC1CCCCCC1	-14%	-5%	-8.3%	-2%	3%	-31%	0%	2.1%	i	0.4
CCCC1CCC(c2ccc(C(N)=O)cc2)CC1 (stereo not drawn)	19%	-6%	-1.3%	9%	4%	0%	-13%	2.0%	i	1.1
COCCNC(=O)C1CCC(CNS(=O)(=O)c2ccccc2)CC1 (stereo not drawn)	23%	-8%	-5.1%	12%	2%	-8%	3%	1.4%	i	0.4
COc1ccc(Cc2nc(-c3ccccn3)no2)cc1	-16%	3%	-1.5%	-47%	-1%	-58%	-1%	3.9%	i	1.2
CC(=O)CC(=O)Nc1ccc2ccccc2c1	8%	-5%	-8.6%	16%	-2%	-3%	-5%	0.1%	i	0.3
Cc1ccc(S(=O)(=O)N2CCOCC2)cc1C(=O)N1CCC(Cc2ccccc2)CC1	-31%	-5%	-1.5%	0%	1%	-47%	6%	0.2%	i	0.6
Cc1ccc(S(=O)(=O)N2CC(C)N(C(=O)N3CCOCC3)C2)cc1 (stereo not drawn)	17%	-6%	-4.1%	-2%	1%	-9%	4%	1.1%	i	1.0
CCOC(=O)C1CCCN(C(=S)Nc2cccc(Cl)c2C)C1 (stereo not drawn)	20%	-4%	-1.6%	-7%	8%	-25%	13%	-0.5%	i	0.3
Cc1nn(C)c(C(=O)N/N=C/c2cccnc2)c1Br	-28%	-12%	4.0%	3%	8%	-18%	-1%	2.0%	.	.
Cc1cc(=O)n2nc(N3CCC(C(=O)NCc4ccc(Cl)cc4)CC3)sc2n1	-10%	-4%	-2.9%	5%	4%	-30%	-10%	-0.8%	i	0.0
COc1ccc(C(=O)C2CCCCC2=O)cc1 (stereo not drawn)	10%	-4%	1.1%	-2%	-2%	-22%	-5%	3.6%	i	0.3
CCNC(=O)N1c2ccc(OCC)cc2C(C)=CC1(C)C	-12%	5%	-3.5%	10%	-2%	0%	4%	2.6%	i	1.0
CCOC(=O)CSc1nc2ccc(N3CCOCC3)cc2c(=O)n1Cc1ccc2c(c1)OCO2	23%	1%	1.8%	-34%	0%	-40%	0%	12%	.	.
O=C(CSC1=NC(=O)C(Cc2ccccc2)C(=O)N1)Nc1ncccn1 (stereo not drawn)	-16%	-2%	4.9%	-11%	-3%	-6%	-15%	-1.3%	.	.
Cc1cc(C)nc(-n2ncc3c2CC(c2ccccc2C)CC3=O)n1 (stereo not drawn)	-7%	-6%	-0.9%	18%	5%	8%	-1%	1.8%	i	0.3
CCCN(CC(=O)Nc1ccccc1OC)C(=O)c1cc(S(=O)(=O)NCc2ccccc2)ccc1C	11%	-8%	0.0%	2%	3%	-17%	6%	-0.8%	i	0.9
COc1ccc(CNC(=O)C(=O)NCC2OCCN2S(=O)(=O)c2ccc(F)cc2)cc1 (stereo not drawn)	-21%	-11%	8.8%	2%	-1%	-20%	-5%	1.0%	i	1.4
O=c1cc(N2CCOCC2)[nH]c(=O)n1C1CCCCC1	0%	-5%	-2.7%	-3%	0%	1%	-8%	1.4%	i	0.9
O=C(CCN1C(=O)c2ccccc2C1=O)Nc1cccc(F)c1	4%	-6%	-2.0%	7%	0%	-19%	-6%	1.7%	i	8.1
CCOC(=O)c1ccsc1NC(=O)c1ccco1	-21%	-7%	6.3%	5%	0%	17%	-2%	0.0%	i	0.6
COc1ccc(C(=O)NCC(=O)NCC(=O)OCC(=O)C(C)(C)C)cc1	-7%	-6%	4.3%	6%	-1%	2%	6%	-1.0%	i	0.4
O=C1C2(CCCC13COC(c1ccc(O)cc1)OC3)COC(c1ccc(O)cc1)OC2 (stereo not drawn)	8%	-5%	.	6%	1%	-5%	-9%	-2.0%	.	.
COc1ccc(C(=O)N/N=C/c2ccc(OC)c(CSc3ccccn3)c2)cc1	-9%	4%	0.9%	16%	-6%	8%	-12%	-1.3%	i	0.2
NS(=O)(=O)c1ccc(NC(=S)NC(=O)c2ccc3c(c2)OCO3)cc1	24%	-3%	-3.8%	13%	3%	-45%	-6%	0.6%	i	0.1
Cc1ccc(-c2nnn(CC(=O)N(Cc3ccco3)C(C(=O)NC(C)(C)C)c3ccc(C)o3)n2)o1 (stereo not drawn)	-9%	2%	-3.6%	16%	2%	-15%	-3%	-1.1%	i	0.6

New compounds follow.
SMILES	KOR beta-arrestin-1	LYP phosphatase	KOR beta-arrestin-2	HEK293 NOD2/NF-kB	SIAH1 antagonists	NOD1 inhibition	Salmonella PhoP GFP	HIV fusion peptide	Myeloid diff 2	Myeloid diff 2 GFP+ MAC1+ %
Cc1nnc(NC(=O)c2ccncc2)s1	-3%	-4%	-2.7%	10%	4%	-16%	14%	1.5%	i	0.3
O=C(COC(=O)C1CC2C=CC1C2)NCc1ccc(F)cc1 (stereo not drawn)	-40%	-1%	0.4%	20%	5%	-20%	-18%	1.9%	i	0.6
COc1ccc(S(=O)(=O)N2CCN(C(=O)c3cnc(C)cn3)CC2)cc1	16%	-7%	-1.1%	16%	3%	-2%	6%	-3.1%	i	1.1
O=C1CNC(=O)/C(=C\c2ccccc2)N1	-4%	-3%	-0.5%	-7%	8%	-14%	19%	-0.7%	i	0.7
CC(=O)c1cccc(NC(=S)NC(=O)c2ccc(C)cc2)c1	-26%[20 µM]	-4%	-13%	-48%	16%	-34%	8%	0.9%	i	0.3
Cc1ccc(/C=N/NC(=O)c2ccc(NC(=O)c3ccccc3Cl)cc2)o1	-16%	-2%	-5.0%	6%	3%	-12%	3%	0.9%	i	0.4
CCCCCC(=O)N1CCCC1	9%	-6%	3.3%	7%	3%	12%	-7%	0.3%	i	0.3

From PubChem BioAssay
